Screening results as filed in PubChem BioAssay.
PHOSPHO1 block: inhibitors of human PHOSPHO1 phosphatase | recombinant PHOSPHO1, absorbance phosphatase assay | hit rate 1.1% among 290,000 | Q8TCT1 | inhibition, % at 13.3 µM; in the data active = inhibition above about 60%
Target sequence (Q8TCT1 whole entry, looked up): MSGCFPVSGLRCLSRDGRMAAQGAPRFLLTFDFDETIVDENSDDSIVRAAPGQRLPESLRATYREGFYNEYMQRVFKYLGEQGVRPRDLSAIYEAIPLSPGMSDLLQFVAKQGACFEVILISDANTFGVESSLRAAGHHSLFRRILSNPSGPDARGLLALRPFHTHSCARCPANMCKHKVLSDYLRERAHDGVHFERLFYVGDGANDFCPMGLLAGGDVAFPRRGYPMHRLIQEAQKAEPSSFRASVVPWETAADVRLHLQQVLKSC
UBC9 SUMO inh: blocks human SUMOylation mediated by UBC9; inhibition, % at 35 µM; HTRF SUMOylation assay, SAE1/SAE2 + UBC9, in vitro; P63279; hit rate 0.36% among 290,000; in the data active = inhibition above about 50%, passing the limit was not always enough; inconclusive = no clear call, values can overlap the other calls; also: strong numbers were not always called active
Target sequence (P63279 whole entry, looked up): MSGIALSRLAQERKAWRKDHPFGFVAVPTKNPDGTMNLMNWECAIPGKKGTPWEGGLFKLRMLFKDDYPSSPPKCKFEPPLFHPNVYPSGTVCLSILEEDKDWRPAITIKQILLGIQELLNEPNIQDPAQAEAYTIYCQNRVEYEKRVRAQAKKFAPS
MEKK3 PB1 HTS: modulators (inhibitors or enhancers) of MEK5 binding to human MEKK3 PB1 domain; Q99759; bead-based flow cytometry, Alexa488-MEK5 binding to MEKK3; actives lie on both sides; 0 = blocked by unlabeled MEK5, 100 = vehicle; binding response (% of control), % at 10 µM; hit rate 1.4% among 290,000; AID 1529;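 active = binding response more than 3 SD above or below the average of its plate-row segment, actives on both sides; inconclusive = wells at one plate position flagged as instrument error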;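 also: Alexa488 bead fluorescence after subtracting the streptavidin-only scavenger bead signal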
Target sequence (Q99759 whole entry, looked up, the tested form may be a part): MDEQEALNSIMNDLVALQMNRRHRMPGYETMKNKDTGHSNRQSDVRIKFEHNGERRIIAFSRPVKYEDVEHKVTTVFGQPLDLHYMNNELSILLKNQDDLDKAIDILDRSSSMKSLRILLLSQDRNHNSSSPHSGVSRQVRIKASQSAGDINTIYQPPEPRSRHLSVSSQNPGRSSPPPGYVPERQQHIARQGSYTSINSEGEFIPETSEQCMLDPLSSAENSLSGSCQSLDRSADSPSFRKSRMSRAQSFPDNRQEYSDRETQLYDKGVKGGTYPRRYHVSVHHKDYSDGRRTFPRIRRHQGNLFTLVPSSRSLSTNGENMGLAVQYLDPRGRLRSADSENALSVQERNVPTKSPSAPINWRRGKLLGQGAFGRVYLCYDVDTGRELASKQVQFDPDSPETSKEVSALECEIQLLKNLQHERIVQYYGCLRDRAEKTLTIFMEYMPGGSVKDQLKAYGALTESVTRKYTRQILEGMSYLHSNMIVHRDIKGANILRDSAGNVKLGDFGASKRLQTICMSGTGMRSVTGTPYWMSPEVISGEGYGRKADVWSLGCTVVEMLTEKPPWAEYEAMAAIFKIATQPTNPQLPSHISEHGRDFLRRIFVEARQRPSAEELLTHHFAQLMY
DNA FID counter: displaces DNA intercalator in HCV helicase counter-screen | DNA fluorescent intercalator displacement, fluorescence | inhibition, % at 7.9 µM | hit rate 0.17% among 290,000 | AID 1845; in the data active = inhibition above about 37%;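 also: 0% = vehicle and 100% = reference compound; higher means more ethidium bromide displaced from hairpin DNA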
IMP-1 inh: blocks Pseudomonas aeruginosa IMP-1 metallo-beta-lactamase | purified IMP-1, nitrocefin hydrolysis, epi-absorbance fluorescence | inhibition, % at 5.6 µM | hit rate 0.45% among 290,000;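 active = inhibition above the mean plus 3 SD of all compounds in the same screening run, cut at about 4.5% in these data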;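 also: 0% = IMP-1 with DMSO and 100% = DMSO wells lacking enzyme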
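System – purified recombinant IMP-1 beta-lactamase · Input – IMP-1 dispensed at 0.2 nM · Timing – 15 min preincubation plus 25 min reaction at 25 °C · Signal – Epi-absorbance fluorescence, 480 nm excitation, 530 nm emission · Measure – percent IMP-1 inhibition derived from blank-referenced optical density · Controls – Enzyme-plus-DMSO low control, enzyme-free DMSO high control · Replication – singlicate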
pCIP destab: lowers stability of the mouse p/CIP coactivator protein. Q05BA5. F442A p/CIP-EGFP cells, EGFP fluorescence, 16 h. decrease of EGFP signal, % at 10 µM. hit rate 0.01% among 290,000. AID 1984;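 active = EGFP signal decrease of at least 30% at 10 µM or well 3 SD below plate mean, unless failing retest; inactive = the rest, including hits failing retest or dose response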; also: some compounds called inactive have numbers as strong as hits; many of its hits are not listed in these tables
HCV NS3 hel inh: inhibitors of Hepatitis C virus NS3 helicase. AID 1800. hit rate 0.56% among 290,000. inhibition, % at 10.9 µM. NS3 helicase DNA unwinding, Cy5 molecular beacon fluorescence;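 active = inhibition above the mean of all tested compounds plus 3 SD, set per campaign, cut at about 35% in these data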;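 also: 0% = DMSO wells and 100% = thioflavine S control wells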
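System: HCV NS3 helicase fragment; control set: DMSO and thioflavine S; technique: Cy5 fluorescence at 0 and 60 min, beacon hairpin quenching; reagent: beacon DNA duplex substrate plus ATP; replicates: singlicate; schedule: 1 h reaction at 25 °C, ATP-initiated; medium: MOPS buffer pH 6.5 with MgCl2, DTT, Tween20, BSA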
IDE act: activators of human insulin-degrading enzyme in cells. HEK cells, FAbeta-B cleavage, fluorescence polarization; 0% vehicle, 100% cell-free pure enzyme wells. activation, % at 5.96 µM. hit rate 0.073% among 340,000. P14735;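 active = activation above the mean of all tested compounds plus 3 SD, set per screening campaign, cut at about 17% in these data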
VIM-2 inh: blocks Pseudomonas aeruginosa VIM-2 metallo-beta-lactamase | purified VIM-2, nitrocefin hydrolysis, epi-absorbance fluorescence | AID 1527 | inhibition, % at 5.6 µM | hit rate 0.89% among 290,000;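 active = inhibition above the mean of all tested compounds plus 3 SD, cutoff set per screening run, cut at about 7.5% in these data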;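 also: red hydrolysis product quenches plate fluorescence so inhibitors raise well fluorescence; 0% = enzyme with DMSO and 100% = DMSO without enzyme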
Numbers without * were called inactive; ? = inconclusive; nt = no result given. A portion of the library (hit frequency here may not be typical).

SMILES | PHOSPHO1 block | UBC9 SUMO inh | MEKK3 PB1 HTS | DNA FID counter | IMP-1 inh | pCIP destab | HCV NS3 hel inh | IDE act | VIM-2 inh
COc1cccc(N2CCN(C(=O)CCn3c(=S)[nH]c4cc5c(cc4c3=O)OCO5)CC2)c1 | -17 | 4 | 107 | 0 | -1.2 | -5 | -3 | nt | -0.8
Cc1ccc(CNC(=O)[C@H](C)NC(=O)C2CCN(C(=O)[C@@H]3CCCN3C(=O)OC(C)(C)C)CC2)cc1 | 3 | 14 | 98 | -38 | 0.8 | -5 | 20 | 1 | -0.4
CCc1ccc(C(C)NC(=O)c2ccncc2)cc1 (stereo not given) | 14 | 8 | 98 | -5 | 1.3 | -2 | -3 | 2 | -0.3
COCCn1c(C)cc(C(=O)CSc2nnc3scc(-c4ccc(Cl)cc4)n23)c1C | nt | nt | nt | -1 | -3.1 | nt | 2 | nt | -0.8
COc1cnc(SCc2ccc(Cl)cc2)nc1Cl | -36 | -6 | 103 | -5 | -2.3 | -1 | 1 | 6 | -2.0
CCOC(=O)c1c(C)[nH]c(C(=O)CSc2nnc(CC(C)c3ccccc3)o2)c1C (stereo not given) | 39 | 6 | 105 | -2 | -1.8 | 12 | 0 | 2 | 1.1
COc1ccc(Br)cc1/C=N/NC(=O)c1cc(Br)ccc1O | 28 | 7 | 104 | -3 | -1.0 | -12 | -4 | nt | -4.6
CCCc1nc(N)nc2c1C(=O)CC(C)(C)C2 | 11 | 11 | 103 | 0 | -3.4 | 5 | -1 | -5 | -3.9
Cn1c(CN2CCCC2)nc2cc(NS(=O)(=O)c3ccc(Cl)cc3)ccc21 | -38 | 18 | 106 | -1 | -5.0 | -11 | -18 | -3 | -5.3
COc1ccc(-n2nc(C)cc2N)cc1 | 20 | 12 | 96 | -10 | 0.6 | -6 | -1 | 5 | -1.3
Cn1nccc1C(=O)N/N=C/c1cccnc1 | 33 | 18 | 96 | -3 | -0.4 | 9 | 2 | 6 | -2.0
COC(=O)c1cc(=O)n(CCc2ccc(OC)c(OC)c2)c(=Nc2ccc(F)c(Cl)c2)s1 | -7 | 1 | 102 | 0 | -1.6 | -3 | 5 | 5 | -0.3
O=C(COc1ccc([N+](=O)[O-])cc1)N/N=C/c1cc([N+](=O)[O-])ccc1N1CCOCC1 | -9 | -18 | 118 | -2 | -2.6 | -1 | 5 | 2 | -4.9
O=C(Nc1ccc2c(c1)OCO2)C1CC(c2ccc(F)cc2)=NO1 (stereo not given) | -9 | 12 | 113 | -8 | -1.6 | -4 | -2 | 2 | -2.1
CCC(=O)Nc1ccc(-c2nn3c(C)nnc3s2)cc1C | 10 | 32 | 102 | -2 | -1.2 | -12 | 7 | 2 | -2.1
CC1CCCCN1S(=O)(=O)c1ccc2c(c1)CCN2C(=O)CCC(=O)O (stereo not given) | 32 | 6 | 100 | -13 | -6.8 | -20 | 4 | 5 | 0.0
Brc1cccc(-c2nnc3n2CCCCC3)c1 | 6 | 21 | 92 | -3 | -1.8 | -34 | 5 | -8 | 0.9
Oc1ccc(N=Nc2ccccc2C(F)(F)F)c2cccnc12 | 24 | -20 | 98 | -3 | -3.6 | 2 | 49* | 2 | -7.7
COc1ccc(-c2nc3c(s2)CCc2onc(-c4ccc(OC)cc4)c2-3)cc1 | 25 | 0 | 99 | -31 | -4.0 | 10 | 11 | 3 | -1.5
CC(=O)Nc1cn(C(C)=O)c(C)n1 | 18 | 1 | 101 | -6 | -3.2 | 32 | 2 | nt | -2.7
O=C(NCc1ccccc1)C(c1ccccc1)N(Cc1cccs1)C(=O)c1cnccn1 (stereo not given) | -10 | 23 | 103 | -26 | -0.2 | -4 | -2 | 1 | 0.2
Cc1ccc(/C(O)=C2\C(=O)C(=O)N(CC(C)O)C2c2ccc(N(C)C)cc2)cc1 (stereo not given) | 11 | 19 | 102 | -13 | -1.4 | -12 | 4 | 6 | -1.7
CCC(=O)N1CCN(c2ccc(NC(=O)c3ccco3)cc2Cl)CC1 | nt | 14 | 99 | -3 | -0.3 | 6 | 6 | 2 | -3.3
CN(C)[C@@H]1C(=O)C(C(=O)NCN2CCCC2)=C(O)[C@@]2(O)C(=O)C3=C(O)c4c(O)cccc4[C@@](C)(O)C3CC12 (stereo not given in full) | 1 | 77* | 63 | -15 | 5.7* | -4 | 47* | nt | 3.6
O=C(CSc1nnc(CNC(=O)c2c(F)cccc2F)o1)c1ccccc1 | 43 | -3 | 104 | -12 | -1.6 | 8 | 9 | 2 | -0.9
CCOc1cccc(CNn2cnnc2)c1OCc1ccccc1 | 18 | 26 | 100 | -10 | -0.9 | -9 | 6 | 3 | -1.1
CCn1c(/C=C/c2cc[n+](C)cc2)nc2ccccc21 | 8 | ? | 102 | -1 | -1.7 | -6 | 0 | 3 | -0.2
Cc1cccc(CSc2ccc(-c3ccco3)nn2)c1 | -1 | 20 | 103 | -11 | -3.4 | -5 | 10 | 2 | -2.9
CC(=O)c1cccc(OCc2cc(C(=O)N3CCC(N4CCCCC4)CC3)no2)c1 | 64* | nt | 97 | 1 | -4.0 | 1 | -11 | 2 | 0.6
CC(=O)Nc1ccc(NC(=O)C23CC4CC(C2)CC(n2cnc(Br)n2)(C4)C3)cc1 | 47 | 12 | 80 | 0 | -0.1 | 0 | -4 | -3 | -0.6
CN(/N=C/c1ccccc1Cl)c1ncc(Cl)cc1C(F)(F)F | 34 | 6 | 94 | 1 | 0.7 | 1 | 3 | 6 | -1.0
CC(=C/C(=O)O)/C(=C/c1ccccc1)C(=O)O | 2 | 6 | 117 | 0 | -1.1 | -13 | 5 | 0 | -2.6
COc1cc(CC(=O)OCC(=O)Nc2ccc3c(c2)OCO3)cc(OC)c1OC | 44 | -4 | 103 | -16 | -1.4 | 4 | -5 | 3 | -3.8
Cc1nn(C(C)c2n[nH]c(=S)n2-c2ccc(F)cc2)c(C)c1[N+](=O)[O-] (stereo not given) | -8 | -7 | 97 | -4 | -1.0 | 2 | 2 | 5 | -1.9
CC(OC(=O)C1CCC(=O)N1)C(=O)Nc1cc(Cl)cc(Cl)c1 (stereo not given) | 3 | -4 | 119 | 3 | -2.1 | -10 | 12 | 2 | -0.4
CCOc1ccc(-n2c(Cc3cc(=O)[nH]c(=O)[nH]3)nnc2SCC(N)=O)cc1 | 13 | -6 | 114 | -1 | -1.2 | 0 | -20 | 6 | -0.6
COc1cc(C(=O)NCCC(=O)NC2CCCCCCC2)cc(OC)c1OC | 2 | 4 | 96 | -18 | -2.6 | -5 | 0 | 4 | -2.8
CCCc1nn2c(=O)c(C(c3ccc(C)cc3)c3c(O)nc4sc(CCC)nn4c3=O)c(O)nc2s1 | 38 | 18 | 104 | -49 | -2.3 | -28 | 22 | 10 | -2.6
COCCn1c(SCC(=O)NC2CCCCC2C)nnc1-c1ccncc1 (stereo not given) | 26 | -7 | 104 | -10 | -4.2 | -15 | -3 | -5 | -6.1
CCOC(=O)Cc1c(C)nc(N)[nH]c1=O | 32 | -10 | 90 | 3 | 0.3 | -15 | 2 | 4 | -3.5

3 compounds out of the list, ordered by molar mass, smallest number first:
SMILES | PHOSPHO1 block | UBC9 SUMO inh | MEKK3 PB1 HTS | DNA FID counter | IMP-1 inh | pCIP destab | HCV NS3 hel inh | IDE act | VIM-2 inh
CCOC(=O)Cc1c(C)nc(N)[nH]c1=O | 32 | -10 | 90 | 3 | 0.3 | -15 | 2 | 4 | -3.5
O=C(CSc1nnc(CNC(=O)c2c(F)cccc2F)o1)c1ccccc1 | 43 | -3 | 104 | -12 | -1.6 | 8 | 9 | 2 | -0.9
O=C(NCc1ccccc1)C(c1ccccc1)N(Cc1cccs1)C(=O)c1cnccn1 (stereo not given) | -10 | 23 | 103 | -26 | -0.2 | -4 | -2 | 1 | 0.2

(continued)
SMILES | PHOSPHO1 block | UBC9 SUMO inh | MEKK3 PB1 HTS | DNA FID counter | IMP-1 inh | pCIP destab | HCV NS3 hel inh | IDE act | VIM-2 inh
COc1ccnc2c1c(=O)n(Cc1ccc(Cl)cc1)c(=O)n2C | 24 | 16 | 102 | -15 | -2.5 | -5 | 9 | 3 | -0.9
CC(=O)N1c2ccc(S(=O)(=O)N3CCC(C(=O)Nc4ncccc4C)CC3)cc2CC1C (stereo not given) | 48 | 9 | 101 | -32 | -3.5 | -7 | 18 | 1 | -0.8
Cn1c(SCC(=O)Nc2cc(S(=O)(=O)N3CCOCC3)ccc2N2CCOCC2)nnc1-c1ccncc1 | -23 | -1 | 105 | -11 | -0.9 | -9 | 3 | -5 | -1.8
CNC(=O)NC(=O)CSc1nnc(-c2ccco2)n1Cc1ccccc1 | -15 | -11 | 91 | -14 | -3.1 | 6 | 0 | 2 | -1.4
Nc1nc(Cl)cc(N2CCC(c3cc(-c4ccc(Cl)cc4Cl)n[nH]3)CC2)n1 | 37 | -13 | 106 | -8 | -2.6 | -26 | -27 | -8 | -4.6
Cc1ccc(CNC(=O)C(NS(=O)(=O)c2ccc3nc(C)sc3c2)C(C)C)cc1 (stereo not given) | -4 | 2 | 107 | -13 | -5.9 | -29 | 10 | 0 | -6.1
COC(=O)CNC(=O)COC(=O)/C=C/c1ccccc1[N+](=O)[O-] | 0 | 11 | 96 | -3 | -1.2 | 20 | -12 | 5 | 0.7
CCOC(=O)Nc1ccc2c(c1)Nc1ccccc1S2 | 31 | 27 | 101 | -13 | -3.3 | -31 | -2 | 0 | 0.2
O=C(Nc1ncnc2sc3c(c12)CCC3)c1ccco1 | 3 | 20 | 101 | 1 | -3.6 | -14 | 7 | 7 | 4.2
CCN(CC)C(=O)c1ccc(COc2ccccc2Br)o1 | 23 | 6 | 100 | -29 | -1.4 | -19 | -5 | 5 | -3.8
O=S(=O)(NCC1CCCO1)c1ccc2c(c1)OCCO2 (stereo not given) | 14 | 0 | 107 | 1 | -3.0 | -11 | -2 | 3 | -0.5
Cc1ccc(C(=O)N(C)CC(=O)Nc2ccc(F)c(F)c2F)o1 | -1 | 15 | 106 | 1 | -3.2 | -3 | -2 | -6 | -4.1
NC(=NCCc1c[nH]c2ccccc12)NC(=O)c1ccc(F)cc1 | 51 | 1 | 100 | 5 | -1.4 | -10 | -45 | 5 | -2.0
O=C(Nc1ccc(Cl)cc1N1CCOCC1)C1CCCCC1 | 43 | 8 | 82 | -27 | 0.8 | 9 | 0 | 1 | 0.7
Cc1ccc(-n2c(Cc3cccs3)nnc2SCC(=O)Nc2ccc(F)c(F)c2)cc1 | 29 | 8 | 95 | -9 | -3.2 | 2 | -2 | 5 | -2.1
O=C(NCc1ccc2c(c1)OCO2)C1CC(=O)N(c2ccc(F)cc2)C1 (stereo not given) | -48 | -14 | 103 | -11 | 0.9 | -11 | -3 | 0 | -2.3
Cc1nn(C)c(C)c1S(=O)(=O)N1CCC(CO)(Cc2ccc(Cl)cc2)CC1 | 34 | 18 | 102 | -24 | -2.5 | -12 | 3 | 7 | -1.2
COc1ccc(C/C(=N\O)c2ccc(OC)cc2)cc1 | -2 | 21 | 100 | -4 | -0.3 | -11 | 10 | -1 | 0.4
